# Bioassay records from PubChem.
# XIAP antagonists: small molecules displacing peptide from XIAP – biochemical, IAP family, fluorescence polarization (AID 1018) | displacement, % at 20 µM, or IC50 in µM where a hit was titrated | XIAP BIR domain, fluorescence polarization peptide displacement; higher % means a stronger effect | 0.007% of 200,000 active; in the data active = displacement above about 50%; note: a part of the inactive calls stands beside numbers as strong as those of hits
# NOD2 inhibition: inhibition of NOD2-driven NF-kB reporter – cell-based, luminescence, uHTS, HEK293 (AID 1566); HEK293 NOD2/NF-kB luciferase reporter, luminescence; higher % means a stronger effect; inhibition, % at 4 µM, or EC50 in µM where a hit was titrated; 0.63% of 290,000 active; note: many of its hits are not listed in these tables
# NS5 inhibitors: Dengue-2 NS5 methyltransferase inhibitors, primary screen, biochemical, confirmation dose response (AID 588689); Dengue-2 NS5 methyltransferase capping enzyme assay, biochemical; higher % means a stronger effect; inhibition, % at 25 µM; hits with a dose series show IC50 in µM; 0.3% of 340,000 active; in the data active = a potency from the dose series
# Hep lipid drop: modulators of hepatic lipid droplet formation; inhibition, % at 6.5 µM; 0.4% of 240,000 active; AID 1656; AML12 mouse hepatocytes, oleate lipid droplets, BODIPY imaging;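 active = lipid droplet intensity inhibited by at least 50%, with more than 500 cells counted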
#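 Test system: AML12 hepatocytes (mouse); reagent: oleate loading, 100 µM; dosing: one dose, 6.5 µM compound; incubation: overnight exposure; signal: fluorescence imaging, 20x objective, two fields per well; read-out basis: % inhibition of corrected integrated BODIPY droplet signal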
# LYP phosphatase: inhibitors of LYP phosphatase, biochemical, fluorescence intensity, uHTS (AID 1779) | 0.054% of 290,000 active | one-dose inhibition, % at 11.5 µM; IC50 in µM for titrated hits | recombinant LYP phosphatase, fluorescence intensity; higher % means a stronger effect;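 note: plate controls were vehicle with enzyme for no effect and no enzyme for full effect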
# SIAH1 antagonists: blockers of Siah-1 interaction with plectin peptide – biochemical, fluorescence polarization, rhodamine-plectin, uHTS, primary screen (AID 1817) | displacement, % at 20 µM, or IC50 in µM where a hit was titrated | Siah-1 / rhodamine-plectin peptide fluorescence polarization; higher % means a stronger effect | 0.02% of 290,000 active;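 active = displacement of at least 50% at 20 µM, with a fluorescence ratio check between 0.3 and a set limit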;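 note: plate controls were Siah plus tracer with DMSO for no effect and tracer alone without Siah for full effect; strong numbers were not always called active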
# AID2073: disruptors of CaV2.2 binding to Mint1 – biochemical, HTRF (AID 2073). inhibition, % at 20 µM, or IC50 in µM where a hit was titrated. 0.19% of 290,000 active. HTRF protein-protein interaction, Mint1-CaV2.2; higher % means a stronger effect; in the data active = inhibition mostly above about 51%, no sharp cut-off; note: some results filed as inactive read as strong as hits
# Myeloid diff MLP: compounds promoting myeloid differentiation | AID 624256 | 1% of 360,000 active | calls only at 10 µM | ER-HoxA9 myeloid progenitors, lysozyme-GFP differentiation, flow cytometry;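 active = normalized GFP-positive differentiation at or above the plate's own cutoff, the solvent-only control mean plus 3 SD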;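 note: cells exposed to compound for four days before flow analysis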
# HIV fusion peptide: cell-free HIV fusion peptide-binding blockers – biochemical, uHTS, fluorescence dequenching, primary screen (AID 1986); cell-free peptide binding, fluorescence dequenching, 30 min; higher % means a stronger effect; one-dose inhibition, % at 20 µM; IC50 in µM for titrated hits; 0.3% of 290,000 active; in the data active = inhibition mostly above about 52%, no sharp cut-off; inactive = mostly below about 76%; note: some results filed as inactive read as strong as hits
# Hep lipid drop cells 6.5 µM: recorded beside Hep lipid drop, whose call it bears; cell count; measured here: cell count, cytotoxicity flag;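 cells counted across two imaged fields per well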
# NS5 inhibitors pilot replicate: second read-out of NS5 inhibitors, no call of its own (marks repeat the call); inhibition, %; measured here: pilot screen replicate inhibition
# Myeloid diff MLP GFP+ MAC1+ %: also measured in Myeloid diff MLP; calls as there; GFP+ MAC1+ double positive, %; measured here: differentiation confirmed by MAC1 staining
# Numbers without * were called inactive; i = inactive; . = not tested or not shown; + = active, no number. Cut-off read from the data, not from the text of the source, unless noted: active = inhibition above about 50%; inactive = the rest. Only part of the results is shown. The share of hits here may be higher or lower than overall.
# Start of the data: the first five compounds, to show the layout:
SMILES,XIAP antagonists,NOD2 inhibition,NS5 inhibitors,Hep lipid drop,Hep lipid drop cells 6.5 µM,LYP phosphatase,SIAH1 antagonists,AID2073,Myeloid diff MLP,Myeloid diff MLP GFP+ MAC1+ %,HIV fusion peptide,others
CCOC(=O)c1nnc2cc(-c3ccccc3)nn2c1C,-4.3%,-18%,2%,.,.,-1%,6%,-1%,i,0.2,-0.2%,
CC(C)(C)S(=O)(=O)c1cnc2c(-c3ccc(Cl)cc3)cnn2c1N,-2.4%,-8%,-2%,.,.,-8%,6%,13%,i,1.9,25%,
C/C(=N\Nc1nc2ccccc2c(=O)n1O)c1ccco1,.,-54%,-5%,-8,746,2%,3%,-11%,i,0.5,15%,
Cc1ccc(Cl)cc1NC(=O)c1ccc(Cn2cc(Cl)cn2)cc1,-1.7%,-37%,-6%,-1,643,11%,21%,6%,i,1.2,0.4%,
O=C(COc1ccc(Cl)cc1)NCCC1=CCCCC1,-2.7%,-5%,-3%,.,.,-7%,0%,6%,i,1.9,-3.2%,

# The listing, repeating the preview:
SMILES,XIAP antagonists,NOD2 inhibition,NS5 inhibitors,Hep lipid drop,Hep lipid drop cells 6.5 µM,LYP phosphatase,SIAH1 antagonists,AID2073,Myeloid diff MLP,Myeloid diff MLP GFP+ MAC1+ %,HIV fusion peptide,others
CCOC(=O)c1nnc2cc(-c3ccccc3)nn2c1C,-4.3%,-18%,2%,.,.,-1%,6%,-1%,i,0.2,-0.2%,
CC(C)(C)S(=O)(=O)c1cnc2c(-c3ccc(Cl)cc3)cnn2c1N,-2.4%,-8%,-2%,.,.,-8%,6%,13%,i,1.9,25%,
C/C(=N\Nc1nc2ccccc2c(=O)n1O)c1ccco1,.,-54%,-5%,-8,746,2%,3%,-11%,i,0.5,15%,
Cc1ccc(Cl)cc1NC(=O)c1ccc(Cn2cc(Cl)cn2)cc1,-1.7%,-37%,-6%,-1,643,11%,21%,6%,i,1.2,0.4%,
O=C(COc1ccc(Cl)cc1)NCCC1=CCCCC1,-2.7%,-5%,-3%,.,.,-7%,0%,6%,i,1.9,-3.2%,
O=C(CNC(=O)c1cccs1)OCC(=O)c1cccs1,-1.4%,13%,2%,-41,720,-5%,0%,-1%,i,1.3,-1.4%,
Nc1ccccc1C(=O)NNc1ncc(C(F)(F)F)cc1Cl,-4.9%,20%,-1%,.,.,-2%,-3%,0%,i,2.1,-3.3%,NS5 inhibitors pilot replicate=2.6
CCOc1ccc(NC(=S)N2CCC(C(N)=O)CC2)cc1,0.8%,-1%,2%,-21,644,-7%,10%,-23%,i,0.7,-1.0%,
OC(CNCc1ccc(-c2ccccc2)cc1)c1ccccc1 (centres undefined),-4.2%,-2%,-11%,26,647,-8%,6%,1%,i,0.0,-0.6%,
CSc1nc(N)n(-c2cc(C(F)(F)F)ccn2)n1,.,24%,4%,22,739,-12%,-3%,-13%,i,0.2,0.0%,
NC(=O)c1cc(S(=O)(=O)N2CCOCC2)ccc1N1CCCC1,.,-2%,-3%,-16,842,-11%,-3%,2%,i,0.8,0.3%,
Cc1onc(-c2ccccc2)c1C(=O)N/N=C/c1cccs1,.,-3%,.,-9,701,-6%,-5%,0%,i,1.0,-1.1%,
COc1cc(CNc2nnnn2C)ccc1OCc1ccc(F)cc1Cl,-2.8%,25%,-6%,-16,713,-5%,3%,-7%,i,0.7,-1.0%,
Fc1ccc(N2CCN(Cc3nnc(-c4ccccc4)o3)CC2)cc1,-6.0%,15%,-3%,-6,572,-9%,8%,-13%,i,0.3,-1.3%,
CC(C)n1cc(C(=O)N2CCCC(N3CCN(c4cccc(Cl)c4)CC3)C2)cn1 (centres undefined),.,-3%,-5%,0,700,-4%,6%,7%,i,1.3,0.8%,
Cn1c(SCC(=O)NC2CC2)nnc1-c1ccccc1,.,-3%,-3%,-1,646,-9%,2%,5%,i,1.2,-0.3%,
CC1CN(CCCOc2ccc([N+](=O)[O-])cc2)CC(C)O1 (centres undefined),-11%,-4%,-1%,10,735,-6%,3%,3%,i,0.8,0.0%,
CCN=C1NN=C(c2c[nH]c3ccccc23)CS1,-8.5%,-86%,-1%,-12,689,-4%,-10%,-8%,i,0.1,-1.2%,
C(=N\n1cnnc1)/C1CCCCC1,-5.7%,8%,-3%,.,.,-8%,-2%,-3%,i,1.2,-3.4%,
[O-][n+]1ccccc1SC/C=C/c1ccccc1,-8.1%,-11%,5%,4,640,-6%,4%,4%,i,0.1,-1.2%,
C[N+]1(CCNC(=O)/C=N/O)CCCCC1,1.1%,5%,4%,.,.,-3%,i,-8%,i,0.9,-0.6%,
COc1ccc(N2CCN(CCNC(=O)c3ccc4nc5ccccc5c(=O)n4c3)CC2)cc1,.,7%,-5%,-4,771,-11%,-5%,29%,i,0.3,-1.0%,
COc1cc(C(CC(=O)Nc2cccc(C)n2)N2Cc3ccccc3C2=O)cc(OC)c1OC (centres undefined),.,4%,-9%,2,628,-7%,-1%,8%,i,0.2,-0.7%,
COc1ccc(-c2cc(C)no2)cc1S(=O)(=O)NCCCN(C)Cc1ccccc1,.,18%,7%,-5,727,-16%,8%,8%,i,0.5,0.5%,
O=C(Nc1cccnc1)c1noc2c1CCCCC2,-4.8%,-58%,-8%,8,680,-2%,0%,1%,i,0.4,-3.1%,

# Later entries:
SMILES,XIAP antagonists,NOD2 inhibition,NS5 inhibitors,Hep lipid drop,Hep lipid drop cells 6.5 µM,LYP phosphatase,SIAH1 antagonists,AID2073,Myeloid diff MLP,Myeloid diff MLP GFP+ MAC1+ %,HIV fusion peptide,others
COCCNC(=O)c1ccc(CN2CCOCC2)cc1,-5.0%,-15%,0%,0,770,2%,-7%,0%,i,0.3,4.1%,
O=c1c2nnn(-c3ccc(Br)cc3)c2ncn1Cc1ccccn1,-4.0%,6%,3%,-6,688,-3%,11%,-8%,i,0.2,-0.8%,
O=C(Nc1nccs1)C1C2/C=C\CCCCC21 (centres undefined),-4.9%,-9%,0%,1,711,-4%,3%,4%,i,1.0,1.2%,
O=C(CN1C(=O)COc2ccccc21)NCCCN1CCOCC1,.,-3%,-4%,8,654,-7%,-1%,-13%,.,.,-1.0%,
O=C(O)CN1C(=O)/C(=C/c2ccc(N3CCCCC3)o2)SC1=S,.,-3%,26%,-1,701,-1%,-1%,6%,i,0.4,7.4%,
CN(C)CCN(CC1CCCN(Cc2ccccc2F)C1)C(=O)c1ccc(F)cc1 (centres undefined),.,-26%,5%,-26,799,-7%,-4%,-2%,i,0.5,2.7%,
CC(=O)NC1C(=O)N=C(SCC(=O)Nc2c(C)cccc2C)NC1=O (centres undefined),-3.0%,13%,3%,-9,691,0%,-1%,5%,i,0.4,0.5%,
CCn1c(SCC(=O)N/N=C\c2ccccc2OCC(=O)O)nnc1-c1ccc(Cl)cc1,.,17%,8%,13,741,-5%,4%,10%,i,0.6,0.2%,
COc1cccc(NC(=O)CCCOc2cc(=O)n(C)c3ccccc23)c1,-5.2%,-11%,0%,2,737,-5%,-3%,-2%,i,0.6,-1.6%,
COc1ccc(CNCCCSc2ncccn2)c(OC)c1,.,10%,-2%,6,797,1%,-1%,4%,i,0.8,1.0%,
O=C(COC(=O)c1ccccc1)NC1CCCC1,.,-5%,-7%,-3,842,-7%,-9%,9%,i,0.4,-1.4%,
COc1ccc(CCN(CC(=O)NC(C)(C)C)C(=O)Cn2nnc(-c3ccc(C)o3)n2)cc1OC,-4.0%,6%,-5%,-3,687,-2%,-4%,10%,i,0.3,-0.1%,
CC1CCCCN1C(=O)C(Cc1ccccc1)N1C(=O)C2CCCCC2C1=O (centres undefined),-5.9%,18%,-4%,17,736,-7%,8%,3%,i,0.3,-1.0%,
COc1ccc([N+](=O)[O-])cc1N(CC(=O)N(C)C)S(C)(=O)=O,-4.5%,13%,3%,2,740,-4%,3%,11%,i,0.9,1.6%,
O=[N+]([O-])c1ccccc1N(CC1CO1)S(=O)(=O)c1ccccc1 (centres undefined),-1.3%,6%,-1%,-6,701,-6%,-2%,3%,.,.,-1.3%,
CCC(=O)Nc1ccc2nn(-c3ccc(F)cc3)nc2c1,.,-144%,-2%,5,851,-1%,-4%,40%,i,0.7,0.0%,
C=CCn1c(=O)/c(=C2/SC(C)=C(C)N2CC)s/c1=C1/C(=O)N(CC)C(=S)N1c1ccccc1,-1.4%,-10%,-7%,0,747,-5%,-4%,-16%,+,1.7*,0.8%,
Oc1ccc2ccccc2c1C=Nc1ccc(N2CCOCC2)cc1,-7.7%,2%,.,2,752,-5%,-7%,-29%,.,.,34%,
O=C(O)CCN1C(=O)c2ccc(NC(=O)COc3ccccc3)cc2C1=O,.,-4%,-2%,10,834,-11%,-3%,3%,i,1.0,0.4%,
N#CC1=C(N)Oc2nc(-c3ccccc3)[nH]c2C1c1cccnc1 (centres undefined),-5.1%,15%,-5%,.,.,-6%,2%,-1%,i,1.3,-1.5%,
Cc1ccc(NC(=O)c2noc(C(C)C)c2[N+](=O)[O-])cc1,-10%,-4%,-21%,4,705,-4%,5%,-7%,i,0.1,-2.6%,
C/C(=N\NC(=O)COc1ccccc1)c1cccs1,-1.6%,-40%,-1%,-28,684,-6%,1%,0%,i,0.7,0.3%,
Cn1c(=O)c2c(nc(Cl)n2CC(=O)N2CCCCC2)n(C)c1=O,-1.6%,-6%,-4%,-34,724,0%,4%,-5%,i,0.8,-0.1%,
O=P(O)(CP(=O)(c1ccccc1)c1ccccc1)c1ccccc1,-6.8%,-3%,-1%,.,.,0%,-2%,-6%,i,0.9,2.7%,
O=S(=O)(Nc1ccc(-c2cnco2)cc1)c1ccccc1,.,8%,7%,-1,694,-5%,-1%,-1%,i,0.8,-2.9%,

# The list goes on.
SMILES,XIAP antagonists,NOD2 inhibition,NS5 inhibitors,Hep lipid drop,Hep lipid drop cells 6.5 µM,LYP phosphatase,SIAH1 antagonists,AID2073,Myeloid diff MLP,Myeloid diff MLP GFP+ MAC1+ %,HIV fusion peptide,others
FC(F)(F)c1ccnc(Sc2n[nH]c(C(F)(F)F)n2)c1,.,8%,0%,7,713,-7%,0%,1%,i,0.6,-1.4%,
O=C(NCC1CCCO1)c1ccc(S(=O)(=O)N2CCC(c3nc4ccc(Cl)cc4[nH]3)CC2)cc1 (centres undefined),-11%,12%,-6%,24,729,-6%,8%,8%,i,4.9,-0.1%,
CCC12C(=O)C(CC)(C(c3ccccc3)=C1c1ccccc1)[C@@H]1C(=O)N(c3ccc(C)cc3)C(=O)C12 (some centres undefined),-9.4%,-16%,1%,-23,546,-3%,-5%,-3%,i,0.6,-1.1%,
O=C(/C=C/c1cc2ccccc2o1)c1ccccc1O,.,-125%,15%,10,753,-2%,2%,-10%,i,0.2,-1.7%,
Cc1nn(C)cc1C1C2=C(CC(C)(C)CC2=O)N(c2ccccc2)C2=C1C(=O)CC(C)(C)C2,2.5%,11%,2%,0,758,-8%,2%,-3%,i,0.7,-0.4%,
N/C(=N\OC(=O)CCc1ccccc1)c1cccnc1,33%,-3%,-5%,5,713,2%,7%,1%,i,0.2,1.2%,
